Neddylation inh – inhibitors of cullin neddylation, primary screen, biochemical, TR-FRET, uHTS, NAE and Ubc12 | NEDD8-conjugating enzyme Ubc12 (Homo sapiens) + NEDD8-activating enzyme E1 regulatory … | AID 651699, 2012 | calls only at 25 µM | 360,000 tested, 0.58% active; in the data active means inhibition above about 36%
MsrA act – bovine MsrA enzyme activators, primary screen, biochemical, absorbance, HTS; Methionine sulfoxide reductase A (Bos taurus); purified bovine MsrA, absorbance read-out; activation, % at 10.6 µM; 360,000 tested, 0.3% active; AID 602163, 2012; in the data active means activation above about 7.5%;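 further: 0% = vehicle and 100% = reference activator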
MT1-MMP act inh – blockers of MT1-MMP proenzyme processing, primary screen, HT1080 RFP-PRO-GFP cells, GFP/RFP fluorescence. GFP/RFP ratio fluorescence, overnight; percent of plate control window, DMSO zero. GFP/RFP ratio change, % at 20 µM. Matrix metalloproteinase-14 (Homo sapiens), P50281. 360,000 tested, 0.061% active;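 active means GFP/RFP ratio change of at least 30% with cell ATP level not reduced by more than half and red fluorescence within 50% of control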; further: strong numbers were not always called active
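Assay system: HT1080 RFP-PRO-GFP cells. Benchmarks: DMSO vehicle wells and RFP-L50D-GFP reporter cell wells. Times: overnight cell settling, then overnight compound exposure, 37 °C, 5% CO2. Compound: 20 µM single dose, 1% DMSO. Read-out basis: GFP/RFP fluorescence ratio.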
SKN-1 block – suppressors of acrylamide-induced Pgst-4::GFP reporter in worms, primary screen, SKN-1 inhibitor project, whole organism, uHTS, GFP/RFP fluorescence ratio, strain VP596; C. elegans VP596 Pgst-4::GFP/RFP ratio, 24 h; inhibition, % at 21.8 µM; AID 624304, 2012; 360,000 tested, 0.49% active;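 active means interference check ratio from 0.5 to 1.5 plus GFP to RFP signal ratio inhibition reaching or exceeding a fixed threshold, cut at about 30% in these data, passing the limit was not always enough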; further: some compounds called inactive have numbers as strong as hits
MLLE-PAM2 inh – inhibitors of PABP1 MLLE–PAM2 peptide binding, primary screen, biochemical, fluorescence polarization, FITC-PAM2, GST-MLLE; Polyadenylate-binding protein 1 (Homo sapiens), P11940; inhibition, % at 20 µM; 360,000 tested, 0.36% active; AID 588489, 2011; in the data active means inhibition above about 35%, passing the limit was not always enough;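 further: plate controls were DMSO wells with GST-MLLE for no effect and wells lacking GST-MLLE protein for full effect; some results filed as inactive read as strong as hits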
eLon inh – inhibitors of E. coli Lon protease, primary screen, biochemical, fluorescence polarization. purified E. coli Lon protease. 360,000 tested, 0.42% active. P0A9M0. inhibition, % at 7.94 µM. AID 602123, 2011; in the data active means inhibition above about 13%, passing the limit was not always enough;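 further: 0% = enzyme with probe and DMSO and 100% = no enzyme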
Target sequence (P0A9M0 whole entry, looked up): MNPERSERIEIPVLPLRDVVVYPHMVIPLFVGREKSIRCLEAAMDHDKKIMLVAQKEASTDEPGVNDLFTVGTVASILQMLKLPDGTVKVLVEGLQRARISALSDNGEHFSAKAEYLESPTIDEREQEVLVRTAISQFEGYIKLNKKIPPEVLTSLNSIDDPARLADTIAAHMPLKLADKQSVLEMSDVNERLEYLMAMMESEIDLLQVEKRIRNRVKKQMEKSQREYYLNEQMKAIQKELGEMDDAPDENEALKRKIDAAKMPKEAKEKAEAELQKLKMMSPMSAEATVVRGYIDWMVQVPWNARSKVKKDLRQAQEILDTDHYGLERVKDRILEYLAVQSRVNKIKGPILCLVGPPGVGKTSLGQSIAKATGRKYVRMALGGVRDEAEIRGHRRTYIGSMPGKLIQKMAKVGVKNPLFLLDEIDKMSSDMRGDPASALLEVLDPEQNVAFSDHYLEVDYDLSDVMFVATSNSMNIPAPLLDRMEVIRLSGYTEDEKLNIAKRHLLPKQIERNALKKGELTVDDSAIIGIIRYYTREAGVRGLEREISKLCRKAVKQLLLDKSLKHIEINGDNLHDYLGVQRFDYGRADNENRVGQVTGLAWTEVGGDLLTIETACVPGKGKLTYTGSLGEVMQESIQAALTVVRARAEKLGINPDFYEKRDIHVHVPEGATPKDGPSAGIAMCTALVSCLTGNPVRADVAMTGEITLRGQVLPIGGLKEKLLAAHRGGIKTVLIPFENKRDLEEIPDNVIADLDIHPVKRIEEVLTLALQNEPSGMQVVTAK
CendR NRP1 mod – modulators of CendR peptide binding to NRP-1, primary screen, biochemical, fluorescence polarization, uHTS | Neuropilin-1 (Homo sapiens), O14786 | inhibition, % at 25 µM | AID 602438, 2012 | 360,000 tested, 0.85% active | FAM-RPARPAR peptide binding to NRP-1;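 active means inhibition or corrected inhibition above about 18%, plus a signal ratio from 0.5 to 1.5, limit read from the data, passing the limit was not always enough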; further: strong numbers were not always called active
FAS-TE inh – FAS thioesterase domain inhibitors, primary screen, biochemical, fluorescence intensity, uHTS; Fatty acid synthase (Homo sapiens), P49327; recombinant FAS-TE, OMFH fluorogenic substrate, fluorescence endpoint; inhibition, % at 15 µM; 360,000 tested, 0.67% active; AID 602261, 2012;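 active means compounds whose normalised, plate-corrected inhibition of enzyme fluorescence in the single-dose primary screen is 50% or more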;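 further: 0% = DMSO with enzyme and 100% = substrate without enzyme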
Rin1 Abl inh – inhibitors of Rin1-Abl protein binding, primary screen, biochemical, TR-FRET | 360,000 tested, 0.4% active | AID 588664, 2011 | inhibition, % at 7.35 µM; in the data active means inhibition above about 5%, passing the limit was not always enough
The depositor's hits bear a star; i = inactive; x = no result given.

SMILES | Neddylation inh | MsrA act | MT1-MMP act inh | SKN-1 block | MLLE-PAM2 inh | eLon inh | CendR NRP1 mod | FAS-TE inh | Rin1 Abl inh
COc1ccnc(Oc2ccc(F)cc2)c1C#N | i | -10 | 3 | 4 | -7 | 4 | -5 | 10 | 7
Cc1cc(OCC(=O)OCC(=O)NCc2ccc3c(c2)OCO3)ccc1Cl | i | -2 | -4 | 30 | -5 | 1 | -6 | -5 | 1
Cn1cnc(S(=O)(=O)Nc2ccc(Cl)c(C(F)(F)F)c2)c1 | i | -6 | -2 | -10 | 3 | -9 | -6 | -5 | -1
COc1cccc(N=Cc2nc(-c3ccccc3)oc2OC(C)=O)c1 | i | -2 | 1 | 15 | 28 | 3 | -2 | 2 | 2
Cc1nc(SC2CC(=O)N(c3ccccc3)C2=O)nc2c1CCCC2 (configuration not stated) | i | -2 | 10 | 0 | 1 | -1 | 9 | -6 | 0
Cc1nc(C)c(-c2ccc(SCC(=O)Nc3ccc(F)cc3F)nn2)s1 | i | -4 | 0 | 15 | 5 | -11 | 5 | -3 | -7
CC(=O)N1CCc2cc(S(=O)(=O)NC(CC(C)C)C(=O)Nc3cc(C(=O)O)ccc3C)ccc21 (configuration not stated) | i | -4 | 2 | 24 | 15 | -11 | -2 | -6 | 3
COc1cc(/C=C2\SC(N)=NC2=O)ccc1O | i | -3 | -30 | 17 | -33 | -89 | -30 | -7 | -6
Cc1ccccc1NC(=O)COC(=O)c1ccc(S(C)(=O)=O)c([N+](=O)[O-])c1 | i | -10 | -3 | -2 | -11 | 5 | -11 | 7 | 4
COc1c(F)c(F)c(C(=O)O)c(Nc2cc(C)cc(C)c2)c1F | i | -3 | -14 | -5 | -6 | 14 | -7 | 0 | -2
S=C(NC1CCCCC1)N1CCN(c2ncccn2)CC1 | i | -7 | 4 | -1 | -138 | -9 | 0 | -6 | -3
C=CCn1c(CSc2nc3ccccc3s2)nnc1SCC(=O)NCc1ccco1 | i | 0 | 0 | 0 | -45 | -4 | -5 | -7 | 3
COc1ccc(CSc2nnnn2-c2ccccc2)cc1 | i | 4 | 0 | -5 | -7 | 6 | 6 | 14 | -2
O=c1c(-c2ccccc2)nc2ccccc2n1C(CCc1ccccc1)c1nc2ccccc2[nH]1 (configuration not stated) | i | x | -21 | -9 | x | x | 2 | x | x
NS(=O)(=O)c1ccc(-c2ccc(C=C3C(=O)c4ccccc4C3=O)o2)cc1 | i | -1 | 2 | 3 | 4 | -14 | 11 | -4 | -1
CCc1ccccc1NC(=O)NNC(=O)CCc1ccc(OC)cc1 | i | 4 | -1 | -11 | -6 | 0 | 17 | -4 | -1
Oc1ccc(C2C=C(c3ccc(F)cc3)Nc3ncnn32)cc1 (configuration not stated) | x | -2 | -5 | 9 | 19 | 14 | 4 | 0 | -4
COc1ccccc1C(=O)NC(=O)COC(=O)C1(C)CC1(Cl)Cl (configuration not stated) | i | -3 | 1 | -23 | 6 | 11 | 4 | 3 | 3
CC1(C)C(=O)Nc2ccccc2N1C(=O)CN1C(=O)NC(CCc2ccccc2)C1=O (configuration not stated) | i | -10 | -4 | -6 | 15 | -1 | -4 | -3 | 6
O=S(=O)(c1ccc(Cl)cc1)N1CCC(c2nc3ccccc3[nH]2)CC1 | i | -1 | -4 | 18 | -3 | 4 | 4 | 1 | 5
COC(=O)C1=NN(c2ccc(Cl)cc2)C2C(=O)N(c3ccccc3OC)C(=O)C12 (configuration not stated) | x | -1 | 0 | 1 | -2 | -3 | 3 | 9 | -3
CCOC(=O)c1ccc(NC(=O)c2cc(OC)c(OC)c(OC)c2Br)cc1 | i | -4 | 1 | -5 | 11 | -2 | 9 | 15 | 2
Cn1ccc2c(-c3cccc4ccccc34)cc3c(c21)C1CCC3C1 (configuration not stated) | x | -12 | 1 | 9 | -3 | -1 | 2 | 27 | 5
CC(C)CN(C(=O)COc1ccccc1C(=O)NCc1ccccc1)C1CCS(=O)(=O)C1 (configuration not stated) | i | -1 | -1 | 7 | -25 | 0 | 7 | -5 | 1
C=CCNC(=O)NC(=S)c1ccccc1 | i | -2 | 1 | 4 | 29 | 3 | -1 | -2 | 2

Further structures follow:
SMILES | Neddylation inh | MsrA act | MT1-MMP act inh | SKN-1 block | MLLE-PAM2 inh | eLon inh | CendR NRP1 mod | FAS-TE inh | Rin1 Abl inh
COc1cc(O)c(C(CCN2CCCC(C)C2)c2ccc(N(C)C)cc2)c(OC)c1 (configuration not stated) | i | 1 | -1 | 13 | 9 | -2 | 11 | -11 | 0
O=C(CN(CCc1ccccc1)S(=O)(=O)c1ccc(Cl)cc1)N/N=C/c1ccc2c(c1)OCO2 | i | -2 | 1 | 3 | 2 | 14 | -3 | -2 | -1
Cc1cc(C)cc(N(CC(=O)NC2CCCC2)C(=O)c2csnn2)c1 | i | -5 | 1 | 14 | 6 | 3 | 6 | -7 | 3
O=C(CSc1nc2ccccc2[nH]1)N=Nc1c(O)[nH]c2ccccc12 | i | -13 | -3 | -11 | 17 | -4 | 3 | -6 | -4
CCCc1nc2c(c(=O)c3ccccc3n2C)c(=O)n1-c1ccc(F)cc1 | i | -5 | -3 | 3 | -2 | -1 | -3 | -2 | -2
Cc1c(C(=O)Nc2nonc2-c2ccc(F)cc2)oc2ccc(F)cc12 | i | -7 | -8 | 4 | -6 | 11 | 6 | 24 | 4
N#C/C(=C\c1ccc([N+](=O)[O-])cc1)c1nc(C2CC2)cs1 | i | -3 | -20 | -4 | -37 | -16 | -15 | 18 | -4
CN(CC(=O)Nc1ccccc1Cl)C(=O)COC(=O)c1ccc(Cl)cc1[N+](=O)[O-] | i | 1 | 0 | -27 | -12 | 2 | -6 | 2 | -2
CC1(C)Cc2ccccc2C(=NCCCC(=O)O)N1 | i | 3 | 1 | 2 | -4 | -6 | -6 | -8 | 4
Cc1ccc(-c2ccc(SCC(=O)Nc3nonc3C)nn2)cc1 | i | -3 | -6 | -13 | 0 | 0 | -12 | 3 | -1
Cc1ccn2c(=O)nc(SCC(=O)NC3CCCCC3)nc2c1 | i | -3 | 2 | 3 | 13 | -7 | 8 | -7 | -5
Cc1ccc2c(c1)NC(=O)CC(c1ccccc1)=N2 | i | 1 | 0 | 7 | -1 | -5 | 12 | -4 | -4
Cc1cccc(C)c1NC(=O)C(C)n1c(-c2ccc(=O)[nH]c2)nc2ccccc21 (configuration not stated) | i | x | 0 | -21 | x | x | -4 | x | x
CCOc1ccc(C(=O)NCC(=O)NCC(c2ccco2)N2CCCCC2)cc1OCC (configuration not stated) | i | 3 | 0 | 0 | 0 | -18 | -4 | -3 | 3
CCN(CC)S(=O)(=O)c1ccc(N2CCCC2)c(NC(=O)c2nn(C)c(=O)c3ccccc23)c1 | i | 1 | 0 | 24 | -10 | 6 | 8 | 26 | -2
CCSc1nc(C(F)(F)F)cc(=O)n1-c1ccccc1 | i | -3 | 8 | 7 | -22 | -18 | -4 | 2 | -4
COC(=O)CC(NC(=O)c1ccc(C)cc1)c1ccc2c(c1)OCO2 (configuration not stated) | i | -10 | 0 | -20 | 0 | -2 | 0 | -2 | 3
CSc1ccc(C(O)c2ncc(-c3ccccc3F)[nH]2)cc1 (configuration not stated) | i | 2 | 0 | 19 | -5 | -13 | 3 | -5 | -2
O=C(NC1CCCCC1)c1ccc(CN2CCOCC2)cc1 | i | -1 | -5 | 12 | 5 | -5 | -2 | -5 | 0
Cc1n[nH]c(C)c1S(=O)(=O)N1CCCC(C(=O)NC2CCCc3ccccc32)C1 (configuration not stated) | i | -1 | -4 | 4 | -16 | -4 | -14 | 5 | 2
CC(NC(=O)Cn1c(=O)[nH]c2ccsc2c1=O)C12CC3CC(CC(C3)C1)C2 (configuration not stated) | i | -2 | 0 | 17 | 13 | -9 | 5 | 14 | 1
Cc1cccc(NC(=O)NC2CCCCCCC2)c1 | i | -3 | -3 | 33 | 4 | -4 | -10 | 7 | -3
Cc1c(Nc2ccc3nonc3c2[N+](=O)[O-])c(=O)n(-c2ccccc2)n1C | i | -6 | 4 | -8 | 2 | -14 | 11 | -6 | -7
O=C(C1CC1)N1CCc2cc(S(=O)(=O)NCC3COc4ccccc4O3)ccc21 (configuration not stated) | i | 5 | -5 | -2 | -14 | -3 | 2 | 19 | -2
CC(C)CCN(C(=O)C1CSC2(C)CCC(=O)N12)c1c(N)n(Cc2ccccc2)c(=O)[nH]c1=O (configuration not stated) | i | -4 | 0 | 4 | -5 | -5 | -5 | -5 | 3

Whole records, looked up by structure:
Listed for Cc1c(C(=O)Nc2nonc2-c2ccc(F)cc2)oc2ccc(F)cc12 → Neddylation inh = i; MsrA act = -7; MT1-MMP act inh = -8; SKN-1 block = 4; MLLE-PAM2 inh = -6; eLon inh = 11; CendR NRP1 mod = 6; FAS-TE inh = 24; Rin1 Abl inh = 4
Listed for COC(=O)CC(NC(=O)c1ccc(C)cc1)c1ccc2c(c1)OCO2 (configuration not stated) → Neddylation inh = i; MsrA act = -10; MT1-MMP act inh = 0; SKN-1 block = -20; MLLE-PAM2 inh = 0; eLon inh = -2; CendR NRP1 mod = 0; FAS-TE inh = -2; Rin1 Abl inh = 3
Listed for Cc1cc(C)cc(N(CC(=O)NC2CCCC2)C(=O)c2csnn2)c1 → Neddylation inh = i; MsrA act = -5; MT1-MMP act inh = 1; SKN-1 block = 14; MLLE-PAM2 inh = 6; eLon inh = 3; CendR NRP1 mod = 6; FAS-TE inh = -7; Rin1 Abl inh = 3

Later entries
SMILES | Neddylation inh | MsrA act | MT1-MMP act inh | SKN-1 block | MLLE-PAM2 inh | eLon inh | CendR NRP1 mod | FAS-TE inh | Rin1 Abl inh
O=C(O)COc1ccccc1/C=N/NC(=O)CSc1nc2ccccc2n1Cc1ccccc1 | i | -3 | 4 | 3 | -12 | -9 | -5 | -1 | -2
Cc1ccc(-c2noc(CCC(=O)Nc3ccc(C)cn3)n2)cc1 | i | -4 | -1 | -17 | 13 | -16 | 2 | -5 | 0
Cc1c(NC(=O)c2ccccc2NC(=O)COc2ccccc2)cccc1C(=O)O | i | 0 | -1 | -4 | -1 | -9 | 6 | -8 | 1
CCC(C)(C)n1nnnc1C(C(C)C)N1CCN(C(=O)c2ccco2)CC1 (configuration not stated) | i | 4 | -2 | 11 | 3 | 1 | -4 | -2 | -1
CCN(C[C@H]1N[C@@](C)(C(=O)OC)[C@H]2C(=O)N(Cc3ccccc3)C(=O)[C@@H]12)C(=O)c1ccc(F)cc1 | i | -3 | -1 | 2 | 11 | 0 | -11 | -6 | 0
COc1ccc(-n2cc(-c3ccc(OC)c(OC)c3)[nH]c2=S)cc1 | i | -6 | 1 | 2 | 21 | -5 | 2 | -3 | -1
Cc1ccc(/C=C2\SC(=S)N(CCC(=O)NNS(=O)(=O)c3ccc(C)cc3)C2=O)cc1 | i | -6 | 0 | 11 | -26 | -12 | -32 | -1 | -1
CC(=O)Oc1ccccc1/C=C/c1ccc2ccccc2[n+]1C | i | -7 | 2 | -12 | -114 | 3 | -8 | -5 | 0
CCOc1ccc(NC(=O)COc2ccc(C(=O)NCc3cccnc3)cc2OC)cc1 | i | 0 | 4 | 8 | 5 | -8 | 3 | -4 | 0
COC(=O)c1ccccc1NC(=O)C1CCN(S(=O)(=O)c2cc(C)ccc2OC)CC1 | i | -10 | 5 | 14 | 5 | -4 | -2 | 21 | -3

Assay outcomes (PubChem BioAssay)
